hcGAS inh – human cGAS inhibition; Q8N884; recombinant h-cGAS, ATP depletion, Kinase-Glo luminescence; inhibition, % at 12.5 µM; 290,000 tested, 0.081% active;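 note: 0% = vehicle reaction and 100% = reaction without DNA for no activity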
Target sequence (Q8N884 whole entry, looked up): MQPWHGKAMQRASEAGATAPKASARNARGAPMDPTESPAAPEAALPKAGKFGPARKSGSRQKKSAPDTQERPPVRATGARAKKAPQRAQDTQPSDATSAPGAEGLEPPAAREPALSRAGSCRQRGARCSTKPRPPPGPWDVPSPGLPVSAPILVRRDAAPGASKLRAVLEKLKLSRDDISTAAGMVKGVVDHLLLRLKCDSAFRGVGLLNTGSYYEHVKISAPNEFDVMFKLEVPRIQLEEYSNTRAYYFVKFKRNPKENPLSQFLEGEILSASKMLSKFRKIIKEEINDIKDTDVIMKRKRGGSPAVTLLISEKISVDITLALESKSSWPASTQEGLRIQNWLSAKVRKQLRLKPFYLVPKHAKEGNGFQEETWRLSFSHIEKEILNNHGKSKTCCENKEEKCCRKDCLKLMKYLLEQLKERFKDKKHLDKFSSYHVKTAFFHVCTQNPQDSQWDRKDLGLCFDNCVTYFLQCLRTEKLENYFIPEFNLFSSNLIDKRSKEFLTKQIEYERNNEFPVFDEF
NPYLR7 agonist – mosquito NPYLR7 agonism. 270,000 tested, 0.15% active. HEK293T NPYLR7/Galpha15, GCaMP6s calcium fluorescence. activation, % at 10 µM; in the data active = activation above about 40%;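 note: 0% = vehicle and 100% = reference agonist at the receptor; some compounds past the cut are filed as inactive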
mcGAS lum – mouse cGAS inhibition by luminescence. recombinant cGAS, Kinase-Glo ATP depletion luminescence. Q8C6L5. 160,000 tested, 0.15% active. inhibition, % at 12.5 µM;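 note: 0% = negative control wells and 100% = reference inhibitor with no enzyme activity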
An asterisk follows results filed as active; . = not tested or not shown; & = joins results of further samples; ! = a repeat was not active. Cut-off read from the data, not from the text of the source, unless noted: active = inhibition above about 40%; inactive = the rest.

SMILES | hcGAS inh | NPYLR7 agonist | mcGAS lum
CNC(=O)[C@@H]1C[C@@H](NCCC2=C(C)CCCC2(C)C)CN1C(C)C | -8 | 9 | .
Cc1noc(C)c1C(C)C(=O)Nc1cccnc1N1CCC(CO)CC1 (stereo not given) | -3 | 4 | .
CCCOc1ccc(C2NC(=O)NC3=C2C(=O)N(Cc2ccc(OC)cc2)C3)cc1 (stereo not given) | -5 | -1 | -8
O=c1oc(-c2ccc([N+](=O)[O-])cc2Cl)nc2cc(Cl)ccc12 | -3 | -15 | -3
Cc1ncc(S(=O)(=O)Nc2cnc3c(c2)c(C)nn3C)s1 | -5 | 4 | .
Cc1ccc(NC(=O)c2cc3ccc(O)cc3oc2=N)cc1 | 1 | -4 | -2
Cc1nc2ccccn2c(=O)c1NC(=O)C(F)(F)F | -5 | -7 | .
O=C1CCSc2ccc(C(=O)Nc3ccc4c(c3)OC3(CCCC3)O4)cc2N1 | -4 | 6 | .
COCC(=O)Nc1ccc(N2CCN(C(=O)NCCc3ccccc3F)CC2)nc1 | -3 | 20 | -1
O=C(CSC1=NS(=O)(=O)c2ccccc2N1)N1CCCC1 | -2 | 11 | .
CCCCc1ccc(C(=O)Nc2ccccc2C2SCC(=O)N2c2ccc(C)cc2C)cc1 (stereo not given) | -13 | . | -9
Cc1[nH]ncc1S(=O)(=O)N(CCC#N)c1ccc(F)cc1 | -6 | -2 | -16
Cc1ccc(C(=O)N(CC(=O)N(Cc2ccccc2)Cc2sccc2C)C(C)C)cc1[N+](=O)[O-] | -12 | 13 | -6
COc1cccc(CNC(=O)CCC2CCCN(Cc3[nH]c4c(C)cccc4c3C)C2)c1 (stereo not given) | -8 | 7 | -11
COc1cccc(-c2cc(C(=O)N3CCN(C(=O)CSc4ccccc4)CC3)c(C)n2-c2ccccc2)c1 | -3 | 16 | -5
c1cncc(-c2nnc(SC3CCCc4ccccc43)o2)c1 (stereo not given) | -6 | 7 | .
FC(F)(F)c1cccc(Nc2nc(-c3ccccc3)c3ccccc3n2)c1 | -9 | -22 | -8
Cc1ccc2nc(C)cc(C(=O)N3CCCC(N4CCN(c5ccccc5C)CC4)C3)c2c1 (stereo not given) | -9 | 3 | -9
COc1ccc(-c2ccc(N)nc2)c(OC)c1 | -4 | 4 | -7
Cc1ccccc1C1CCN(CCNC2CCN(C(=O)C(C)C)CC2)C1 (stereo not given) | -3 | -11 | -1
CC(CCc1ccco1)NC(=O)c1cnn2ccn(C)c12 (stereo not given) | -6 | 8 | -14
CCc1nnc(NC(=O)C2CSC3(C)CCC(=O)N23)s1 (stereo not given) | -3 | 1 | .
Cc1cc(CN(C)C(=O)CC2c3ccccc3CCc3ccccc32)n[nH]1 | -12 | 2 | .
COc1ccc(-c2nc(CN3CCN(c4ncnc5ccccc45)CC3)c(C)o2)c(F)c1 | -1 | 6 | -8
c1ccc2c(CNc3nn[nH]n3)cccc2c1 | -7 | -1 | .
Cc1ccc(NC(=O)C2(C)CCN2Cc2csc3ccccc23)cc1O (stereo not given) | 0 | -3 | .
COc1ccccc1-c1cc(C(=O)NCCN2CCCC2)n2nc(-c3ccc(Cl)cc3)cc2n1 | -4&-4 | -9&19 | 44*!
CC(C)(C)C(=O)N1CCN(S(=O)(=O)c2ccccc2F)CC1 | -8 | 21 | .
CCN(CC)c1onc(-c2ccc(F)cc2)c1CN(CCOC)C(=O)c1ccc2c(c1)OCO2 | -1 | 10 | -4
CCOc1ccc(NC(=O)C(C)NCC2(N3CCOCC3)CCCCC2)cc1 (stereo not given) | -9 | 3 | -19
CN(Cc1cnn(-c2ccc(F)cc2)c1)C(=O)c1cn(C/C=C/c2ccccc2)nn1 | 0 | 7 | -2
O=c1c(C=NCCN2CCOCC2)c(C(F)(F)F)[nH]n1-c1nc2ccccc2s1 | 18 | -1 | .
C/C(=N/OC(=O)c1cnn2c(C(F)F)cc(-c3ccccc3)nc12)c1ccncc1 | 4 | -1 | .
COc1cccc(-c2cnc(C(F)(F)F)nc2C2CCN(C(=O)CCn3ccc(C)n3)CC2)c1 | -9 | 15 | -12
Cc1cc(NC(=O)c2ccc(S(=O)(=O)C(C)C)cc2)n(-c2nc3ccccc3s2)n1 | -5 | -5 | -11
O=C(C1CNCCN1C(=O)CCCn1cncn1)N1CCCC1 (stereo not given) | -3 | 1 | -10
Cc1ccc(CSc2nc(=O)n(CCCO)c3c2CCCC3)cc1 | -7 | -3 | -9
COc1ccc(CNC(=O)CC[C@]23CC[C@](C)(O)C[C@H]2C(C)(C)C[C@@H]3NC(=O)C2CC2)cc1 | -4 | -12 | -5
O=S1(=O)CCC(NCc2c(OC(F)F)ccc3ccccc23)C1 (stereo not given) | -9&-16 | 0&-2 | -9
O=C(COC(=O)c1cc2c(s1)CCC2)NC1CCS(=O)(=O)C1 (stereo not given) | -7 | 1 | .
Cc1ccc([N+](=O)[O-])cc1S(=O)(=O)Nc1ccc(F)c(F)c1F | 1 | 2 | .
CC(C)(C)c1ccccc1NC(=O)CCn1nc(-c2cccs2)oc1=O | -5 | 3 | -7
O=C(NC1CCN(c2ccccc2C(=O)NCc2ccc3c(c2)OCO3)CC1)c1ccco1 | 3 | -17 | 0
CC(Sc1ccc(S(=O)(=O)N(C)C)cn1)C(=O)Nc1ccccc1OC(F)F (stereo not given) | -11 | 5 | .
Cc1cnc(NC(=O)c2ccc(N3CCCCC3)c([N+](=O)[O-])c2)s1 | 1 | 0 | -4
Cc1[nH]n(-c2nc(-c3ccc(Cl)cc3)cs2)c(=O)c1N=Nc1cccc(Cl)c1C | 8 | -5 | 3
Cc1ccc(/C=C/C2=NC(=C\c3ccccc3)/C(=O)O2)cc1 | -4 | -3 | .
O=C(Nc1ccc(Cl)c(Cl)c1)N(Cc1ccc(O)cc1)C1CC1 | -3 | 11 | .

Record cards, as listed above. Order of screens: hcGAS inh | NPYLR7 agonist | mcGAS lum
Results for CC(C)(C)c1ccccc1NC(=O)CCn1nc(-c2cccs2)oc1=O = -5 | 3 | -7
Results for Cc1ccc([N+](=O)[O-])cc1S(=O)(=O)Nc1ccc(F)c(F)c1F = 1 | 2 | .
Results for O=C(COC(=O)c1cc2c(s1)CCC2)NC1CCS(=O)(=O)C1 (stereo not given) = -7 | 1 | .

Copied from the list.
Entry of `O=C(Nc1ccc(Cl)c(Cl)c1)N(Cc1ccc(O)cc1)C1CC1` under NPYLR7 agonist: 11
Entry of `COc1ccc(CNC(=O)CC[C@]23CC[C@](C)(O)C[C@H]2C(C)(C)C[C@@H]3NC(=O)C2CC2)cc1` under NPYLR7 agonist: -12
Entry of `Cc1ccc([N+](=O)[O-])cc1S(=O)(=O)Nc1ccc(F)c(F)c1F` under hcGAS inh: 1
Entry of `CC(C)(C)c1ccccc1NC(=O)CCn1nc(-c2cccs2)oc1=O` under hcGAS inh: -5
Entry of `O=S1(=O)CCC(NCc2c(OC(F)F)ccc3ccccc23)C1` (stereo not given) under hcGAS inh: -9&-16
Entry of `Cc1ccc(CSc2nc(=O)n(CCCO)c3c2CCCC3)cc1` under NPYLR7 agonist: -3

Remaining list, next part:
SMILES | hcGAS inh | NPYLR7 agonist | mcGAS lum
Cc1c(C(=O)NCC(C)C)c(CC(C)C)nn1Cc1ccccc1 | -2 | -4 | -4
O=C(NCC1CCCN(C(=O)CCc2cn[nH]c2)C1)c1ccc(-c2ccccc2)cc1 (stereo not given) | -10 | 14 | .
C=C(C)Cn1c(SCC(=O)N/N=C\c2ccc([N+](=O)[O-])cc2)nnc1-c1ccc(Br)cc1 | -2 | -3 | .
Cc1nnnn1CCC(=O)N(C)Cc1nc2ccc(F)cc2[nH]1 | -6 | 0 | -16
c1ccc(CSc2nccn3nc(-c4ccccc4)cc23)cc1 | -6 | -2 | -9
CC(C)Cn1cncc1CNC(=O)[C@H](N)c1ccccc1 | -7 | -7 | .
Cc1csc(C(C#N)C(=O)c2cn(CC(=O)C(C)(C)C)nn2)n1 (stereo not given) | 45* | -1 | -7
O=[N+]([O-])c1ccc(Cc2cc[n+](Cc3cc([N+](=O)[O-])cc4c3OCOC4)cc2)cc1 | -8 | -4 | -5
O=C(NCCSc1c[nH]c2ccccc12)c1ccc(S(=O)(=O)N2CCCC2)cc1 | -5 | 0 | -6
CCCCN1CCN(C(=O)C2CCN(c3cncnc3N3CCOCC3)CC2)CC1 | -9 | . | -5
Oc1ccc(C2=CCN(C(=S)NC3CC4CCC3C4)CC2)cc1 (stereo not given) | -5 | 4 | .
CC(=O)NCC(OC(=O)c1ccoc1)c1ccccc1 (stereo not given) | -12 | 10 | .

Only hcGAS inh, for 2 of the compounds above:
mol | hcGAS inh
Cc1c(C(=O)NCC(C)C)c(CC(C)C)nn1Cc1ccccc1 | -2
O=C(NCC1CCCN(C(=O)CCc2cn[nH]c2)C1)c1ccc(-c2ccccc2)cc1 (stereo not given) | -10

(more compounds)
SMILES | hcGAS inh | NPYLR7 agonist | mcGAS lum
CC(C)NS(=O)(=O)c1ccc(N2CCN(c3ccccc3)CC2)nc1 | -2 | 10 | .
O=C(Nc1ccc(F)cc1F)c1cnn2c(C(F)(F)F)cc(-c3ccc(Br)cc3)nc12 | -6 | 9 | -4
CN1CCC(N(C)C(=O)Cc2csc3nc(-c4ccccc4)cn23)CC1 | -2 | 2 | -7
COC(C)(C)CC(C)NCc1nc2cc(C)c(C)cc2[nH]1 (stereo not given) | -4 | 1 | .
COc1ccc(-c2cnc3ncnn3c2N2CCCN(S(=O)(=O)c3ccc(C(C)=O)cc3)CC2)cc1OC | -7 | . | -6
CC(=O)NCCn1ccnc1-c1ccc2nsnc2c1 | -5 | 29 | .
COc1ccc(OC)c(-c2cccc(-c3cccc(NC(=O)COc4ccccc4)c3)n2)c1 | 2 | -6 | 2
COc1cccc([C@@H]2CCN(Cc3cccn3-c3cccnc3)C[C@H]2O)c1 | -6 | 5 | -15
O=C(Nc1nc2c(C(F)(F)F)cccc2s1)C1CC=CCC1 (stereo not given) | -5 | -3 | -17
N#Cc1sc2nc(-c3ccccc3)cc(-c3ccccc3)c2c1N | 0 | 20 | .
O=C(Nc1cc(Cl)ccc1OCC(F)(F)F)c1ccco1 | -14 | 0 | .
O=C(Cc1ccccc1)N1CCOC(COCc2ccccc2)C1 (stereo not given) | -4 | 5 | .

2 successive compounds from above:
SMILES | hcGAS inh | NPYLR7 agonist | mcGAS lum
O=C(Nc1cc(Cl)ccc1OCC(F)(F)F)c1ccco1 | -14 | 0 | .
O=C(Cc1ccccc1)N1CCOC(COCc2ccccc2)C1 (stereo not given) | -4 | 5 | .

More results.
SMILES | hcGAS inh | NPYLR7 agonist | mcGAS lum
Nc1cc(Cl)ccc1Oc1ccc2ccccc2c1Cl | -7 | 1 | .
CC1CC1C(=O)Nc1cccc(C(=O)N(C)c2ccc(F)c(F)c2)c1 (stereo not given) | -13 | 2 | -9
COc1cccc(-c2cc(C(=O)O)c3[nH]c(C)nc3n2)c1O | 0 | -1 | 7
CS(=O)(=O)N1Cc2ccccc2CC1C(=O)Nc1ccnn1C1CCCC1 (stereo not given) | -3 | 14 | .
CCCC(=O)Nc1ccc(Nc2ccc(-n3nc(C)c(C)c3C)nn2)cc1 | 0 | -2 | 0
CCOCCOc1nc(-c2cccc(F)c2)n(-c2ccc(NC(=O)c3cccc(C(F)(F)F)c3)cc2)n1 | 0 | 3 | -6
Cn1ncc2c(NCCSc3cn[nH]n3)nc(C3CCCC3)nc21 | -7 | -3 | .
Cc1ccc(C(=O)NC(C(=O)NC2CC2)C2CCN(C(=S)Nc3ccc(F)cc3)CC2)cc1 (stereo not given) | -3 | 6 | -5
COc1ccc(OC)c(S(=O)(=O)N2CCN(c3nccs3)CC2)c1 | -5 | 2 | -7
O=C(NCCN1CCCCC1)C(F)(F)C1(F)OC(F)(F)C(F)(F)C1(F)F (stereo not given) | -2 | 4 | .
O=c1ccc(-c2ccco2)nn1CCCNS(=O)(=O)c1ccc(OC(F)(F)F)cc1 | -2 | -5 | .
CC(=O)c1cc(F)cc(CN(CC(N)=O)Cc2ccccc2)c1O | -7 | 3 | .
CC(NCc1nnc2n1CCCC2)c1nc(-c2cccs2)no1 (stereo not given) | -17 | 2 | -17
Cn1nc(/C=C/C2CCCCC2)nc1N1CCOCC1 | -8 | . | -6

No enrichment for hits. About 0.27% of those tested had a hit in this group.
